# Bioassay records deposited in PubChem BioAssay by Fisher Drug Discovery Resource Center.
# mcGAS RapidFire: mouse cGAS inhibition by mass spec; actives 0.18% (n = 130,000); inhibition, % at 12.5 µM; Q8C6L5; recombinant mouse cGAS, cGAMP by RapidFire MS;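 active = inhibition of cGAS enzyme activity at or above 60%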;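 note: enzyme stimulated by 45 bp dsDNA with ATP and GTP substrates; cGAMP share of summed cGAMP plus half ATP and half GTP signals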
# Target sequence (Q8C6L5 whole entry, looked up): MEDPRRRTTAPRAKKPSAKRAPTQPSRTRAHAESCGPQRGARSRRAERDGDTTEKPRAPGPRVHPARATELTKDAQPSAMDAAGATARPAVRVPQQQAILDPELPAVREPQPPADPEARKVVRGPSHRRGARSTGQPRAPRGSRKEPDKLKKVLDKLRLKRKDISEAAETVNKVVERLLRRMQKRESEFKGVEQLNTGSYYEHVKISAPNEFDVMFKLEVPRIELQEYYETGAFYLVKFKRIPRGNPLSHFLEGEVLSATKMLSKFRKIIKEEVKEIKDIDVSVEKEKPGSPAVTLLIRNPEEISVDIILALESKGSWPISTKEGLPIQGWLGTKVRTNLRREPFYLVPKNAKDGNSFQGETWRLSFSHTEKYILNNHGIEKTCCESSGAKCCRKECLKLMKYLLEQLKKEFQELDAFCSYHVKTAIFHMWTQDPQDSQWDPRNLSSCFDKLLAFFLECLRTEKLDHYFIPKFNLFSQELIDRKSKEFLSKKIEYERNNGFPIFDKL
# * = called active by the depositor. A portion of the library; the hit share may differ from the screen's.
cpd	Molecule	mcGAS RapidFire
1	CCc1cc(N2CCNC(C(=O)O)C2)nc(N2CCOCC2)n1 (stereo unspecified)	-13.8
2	COC(=O)CCCCC(=O)c1[nH]c(=O)[nH]c1C	-7.2
3	Cc1ccc(C)c(-n2cnc(=O)[nH]2)c1	-2.4
4	O=C(NC1CCN(c2ccccc2C(=O)N2CCN(C(=O)C3CCCO3)CC2)CC1)C1CCCC1 (stereo unspecified)	-11.4
5	O=C(CCOc1cccc(F)c1)NC1CCc2ccccc21 (stereo unspecified)	-2.5
6	CCC(=O)C(C)OC(=O)CN(C)c1cnccn1 (stereo unspecified)	-11.6
7	COc1cc(Br)cc(C2N=C(N)Nc3nc4cc5c(cc4n32)OCCCO5)c1O (stereo unspecified)	-1.4
8	O=C(CCS(=O)(=O)c1ccc2c(c1)OCCO2)Nc1cccc2ccccc12	-11.9
9	O=C(Nc1ncc(Cl)s1)C1CC1c1ccco1 (stereo unspecified)	-14.5
10	CCn1cc(S(=O)(=O)Nc2cc(-c3cc(C)cc(C)c3)[nH]n2)cn1	5.7
11	COc1cc(Cl)cc2cc(C(=O)N3CCCC4(CC3)CNC(=O)O4)oc12 (stereo unspecified)	1.4
12	CC(=O)N1CCC(Nc2nc(CN3CCOCC3)nc3sc4c(c23)CCC(C)C4)CC1 (stereo unspecified)	-9.6
13	COc1ccc2c(c1)SC(C)C(=O)N2Cc1ccccc1C (stereo unspecified)	9.1
14	CC(C)c1n[nH]c(=O)c2c1cnn2-c1ccccc1	-4.4
15	O=C(CCCn1cncn1)N1CCCC2(C=Cc3ccccc3O2)CC1 (stereo unspecified)	-3.0
16	COc1c(Br)c(CC2CC(C(N)=O)=NO2)c(Br)c2c1OCO2 (stereo unspecified)	-2.8
17	O=C(CN1CCN(c2ccc3c(c2)OCCO3)C1=O)Nc1nc(-c2ccco2)cs1	-5.0
18	CO[C@H](C(=O)N1CCc2c(nc(-c3cccnc3)[nH]c2=O)C1)c1ccccc1	-5.0
19	CN(Cc1ccc(F)cc1)C(=O)NCc1ccc2c(c1)OCO2	-10.5
20	Nc1ccnn1CC1CCOC1 (stereo unspecified)	-9.4
21	CC(C)c1nnc(SC(C(=O)NCc2cccnc2)C(C)C)n1C1CC1 (stereo unspecified)	0.8
22	Cc1nc(-c2ccoc2)n(CC(=O)NN(C)c2ccccc2)c1C	-10.8
23	CC(=O)Nc1ccc(CN2C(=O)C(Cc3ccccc3)ON=C2c2ncccc2C)cc1 (stereo unspecified)	1.6
24	CCCCC(=O)Nc1nc(-c2ccc(CNC(C)=O)s2)cs1	-4.3
25	CCOC(=O)c1cc2c(=O)n3ccccc3nc2n(CC(C)C)c1=NC(=O)C(C)(C)C	-4.8

# Further structures follow:
cpd	Molecule	mcGAS RapidFire
26	C#CCNC(=O)c1csc(-c2cc(Br)cs2)n1	-9.8
27	COc1cc(CN2CCCN(C(C)=O)CC2)ccc1OCC(O)CN1CCCCCCC1 (stereo unspecified)	2.3
28	O=C(Cn1cnc2c(cnn2CCO)c1=O)N1N=C(c2cccs2)CC1c1ccc(F)cc1 (stereo unspecified)	-4.7
29	Cc1cc(=O)oc(C)c1C(=O)Nc1ccc2nc(-c3ccco3)[nH]c2c1	0.0
30	Cc1ccc(-n2nc3c(c2NC(=O)c2ccccc2)CS(=O)(=O)C3)cc1	-3.4
31	O=C(CC1CSc2nc3c(c(=O)n21)CCCC3)N1CCN(c2cccc(Cl)c2)CC1 (stereo unspecified)	-11.0
32	CC1=C(C(=O)OCc2ccccc2)C(c2ccc(Cl)c(Cl)c2)NC(=O)N1C (stereo unspecified)	-3.8
33	COc1cccc(CNC(=O)C2CCN(c3nc4ccccc4o3)CC2)c1	-2.6
34	C(=Cc1ccco1)c1nc2ccccc2[nH]1	-2.3
35	CCc1ccc(C(=O)NCc2cccc(C(=O)Nc3ccncc3)c2)o1	-7.0
36	CCCCSc1nc2c(c(=O)[nH]1)C(c1ccc(C(=O)OC)cc1)C(C(=O)OCC)C(C)=N2 (stereo unspecified)	-1.1
37	C=C1c2ccccc2NC(=S)N1c1ccc(OC)cc1	21.5
38	CCOC(=O)C1CCc2sc3nc[nH]c(=S)c3c21 (stereo unspecified)	-5.5
39	CC(C)(C)C(=O)Nc1nc(-c2cccc(Br)c2)cs1	-7.7
40	O=C(NCc1ccc2c(c1)OCO2)C1CC=CCC1C(=O)N1CCc2ccccc2C1 (stereo unspecified)	-0.6
41	c1ccc(-c2noc(N3CCCC3)c2CNCc2ccco2)cc1	-13.2
42	Cc1nccc(-c2cccc(NC(=O)C3CCC3)c2)n1	-10.9
43	CCOC(=O)C1(CC2CCCCO2)CCN(C(=O)NCCc2ccccc2)CC1 (stereo unspecified)	-12.7
44	O=C(NC1CC(=O)N(Cc2ccccc2Cl)C1)C1CCOCC1 (stereo unspecified)	-5.7
45	CCOC(=O)N1CCN(C(=O)CN2Cc3ccc(OC)cc3OC(C)C2)CC1 (stereo unspecified)	-3.8
46	COc1cc(Cl)ccc1C(=O)NCc1cccnc1N(C)C	-35.6
47	CCCC1CCCN(C(=O)Nc2ccc(N3CCOCC3)nc2)CC1 (stereo unspecified)	-12.0
48	CCCCCC(=O)NN=Cc1ccccc1	3.1
49	CCCc1nc(CS(=O)(=O)C(C)c2nc(C(C)(C)C)no2)cs1 (stereo unspecified)	-10.5
50	CCCC(=NCCCCCCN=C(CCC)C1=C(O)CCCC1=O)C1=C(O)CCCC1=O	2.3

# Continuation.
cpd	Molecule	mcGAS RapidFire
51	CCOc1ccccc1CN1CCN(Cc2cnn(C)c2C)CC1CCO (stereo unspecified)	-1.8
52	CN(Cc1ccccc1)Cc1nc(C(c2ccccc2)c2ccccc2)no1	1.5
53	Clc1cc(CSc2nnc(-c3ccc4c(c3)OCO4)o2)cc2c1OCCO2	-8.9
54	Cc1nn(Cc2ccccc2Cl)c(C)c1CN(C)C(=O)C1CCCN(c2cnccn2)C1 (stereo unspecified)	-6.9
55	CCn1c(C2CCN(C(=O)c3nc(C(C)C)cs3)CC2)n[nH]c1=O	-13.9
56	COc1nn(C)cc1C(=O)Nc1ccc(C(C)C)cc1	-23.4
57	COc1cc(/C=N\n2cnnc2)c([N+](=O)[O-])cc1OCCC(C)C	-30.8
58	CCOc1ncccc1CN1CCCC(C(=O)N2CCc3ccccc3C2)C1 (stereo unspecified)	16.1
59	Cc1cn2c3c(=O)n(Cc4ccc(Br)cc4)c(=O)n(C)c3nc2n1CCOCCO	-5.0
60	CSc1ccc(C(=O)NCC(=O)NC(C)CC(C)C)cc1 (stereo unspecified)	1.9
61	Cc1ccc(CN(C)C(=O)NCc2ccc(C#N)cc2)s1	2.2
62	CC1(C(=O)NS(=O)(=O)c2cccc(Cl)c2)CCN1C(=O)Cc1ccc(Cl)cc1Cl (stereo unspecified)	-2.3
63	N#Cc1cccc(OCc2ccc(S(=O)(=O)N3CCOCC3)o2)c1	-4.3
64	COc1cccc(C(=O)N2CCN(c3cccc(Br)c3)C(=O)C2C)c1 (stereo unspecified)	-6.9
65	Cc1ccc(-c2csc3ncn(CCC(=O)NCc4ccc(F)c(C)c4)c(=O)c23)cc1	-0.3
66	Cc1cc(CSc2nnc(-c3ccc(C(C)(C)C)cc3)o2)no1	0.4
67	OCC1(O)CCCN(Cc2cnc(-c3cccc4ccccc34)nc2)CC1 (stereo unspecified)	-7.3
68	COc1ccccc1CCNC(=O)N1CCN2CCCCC2C1 (stereo unspecified)	-8.0
69	CCCCNc1nnc(SCC(=O)c2c(N)n(C3CC3)c(=O)[nH]c2=O)s1	13.3
70	Cc1ccc(Cl)cc1-n1ccc2c(cnc3ncnn32)c1=O	-9.6
71	COc1cccc(C(=O)Nc2cc(-c3ccco3)nn2-c2nc(C)c(C)c(=O)[nH]2)c1OC	-0.1
72	CC(CC(F)(F)F)NCc1cnn(-c2cccc(F)c2)c1 (stereo unspecified)	-12.9
73	O=C1NCC(=O)N2C[C@H](NC(=O)C3(N4CCCCC4)CCCCC3)C[C@@H]12	6.3
74	COc1ccc(F)c(CN2CCCC3(CCN(C(=O)c4cc(C)oc4C)C3)C2)c1 (stereo unspecified)	-6.6
75	Cc1ccc(NCc2nsc(N(C)C)n2)c(F)c1	-4.7

# Next part:
cpd	Molecule	mcGAS RapidFire
76	Cc1ccc(-c2cc(CC(=O)O)no2)cc1	-1.2
77	CC1CCN(C(CNC(=O)c2ccc(F)cc2NC(=O)c2ccoc2)C(C)C)CC1 (stereo unspecified)	5.7
78	Cc1ccc(N2C(=O)N(CC(O)CN3CCOCC3)C(=O)C2C)cc1 (stereo unspecified)	0.1
79	CC(C)c1cc(C(=O)N2CCCC3(CCN(C)CC3)CC2)nc2ncnn12	6.4
80	Cc1c(-c2cccc(NC(=O)Nc3cccc(Cl)c3)c2)nc2ncccn12	4.5
81	CCCCn1c(N2CCN(Cc3cc(C)ccc3C)CC2)nc2c1c(=O)[nH]c(=O)n2C	-0.4
82	CCn1c(N2CCN(Cc3cc(C)ccc3C)CC2)nc2c1c(=O)[nH]c(=O)n2C	-7.2
83	CN(Cc1ccccc1)C(NC(=O)c1ccccc1[N+](=O)[O-])C(Cl)(Cl)Cl (stereo unspecified)	7.4
84	C/C(=C\c1ccco1)CN(C)Cc1nc(-c2ccccc2NS(C)(=O)=O)oc1C	-5.9
85	CCCn1c(N2CCN(Cc3ccc(Cl)cc3)CC2)nc2c1c(=O)[nH]c(=O)n2C	1.6
86	CN1CCN2CCN(C(=O)c3cc(Cl)ccc3F)CC2C1=O (stereo unspecified)	-10.7
87	CNC(=S)NN=Cc1ccc(C)s1	-2.7
88	COc1ccc(C(=O)NCCn2cc(SCC(=O)Nc3ccc(C)cc3)c3ccccc32)cc1	-3.1
89	COCCN(C(=O)COc1ccc(C#N)cc1OC)C1=CCCCC1	-5.3
90	O=C(N1CCCC(CNS(=O)(=O)c2cccs2)C1)C12CC3CC(CC(C3)C1)C2 (stereo unspecified)	7.5
91	COc1ccccc1NCC(=O)NCC(=O)Nc1ccc(F)cc1	-5.8
92	Cc1cccc(OC2CN(C(=O)CCCS(N)(=O)=O)C2)c1	-6.6
93	Cc1ccccc1CN(C)C(=O)CSc1nc2ccccc2c(=O)n1C(C)C	2.9
94	CCn1c(C)cc(O)c(C(c2ccccc2OC)N2CCN(C)CC2)c1=O (stereo unspecified)	-6.9
95	O=c1c2nnn(Cc3ccccc3F)c2ncn1Cc1ccc(Cl)cc1	6.4
96	CN1CCN(S(=O)(=O)c2cc([N+](=O)[O-])ccc2N2CCNCC2)CC1	-3.8
97	CC(C)(C)NC(=O)C1CCCCC1C(=O)O (stereo unspecified)	4.7
98	CC1(C(=O)NS(=O)(=O)c2ccccc2Cl)CCN1C(=O)Cc1cccc2ccccc12 (stereo unspecified)	-3.4
99	CCC(C)NC(=O)N1CCc2[nH]nc(-c3ccc(Cl)cc3)c2C1 (stereo unspecified)	4.0
100	O=C(c1ccc2ccccc2c1)N1CCCC1c1cccnc1 (stereo unspecified)	0.8

# Molecules shown so far that have bromine:
cpd	Molecule	mcGAS RapidFire
7	COc1cc(Br)cc(C2N=C(N)Nc3nc4cc5c(cc4n32)OCCCO5)c1O (stereo unspecified)	-1.4
16	COc1c(Br)c(CC2CC(C(N)=O)=NO2)c(Br)c2c1OCO2 (stereo unspecified)	-2.8
26	C#CCNC(=O)c1csc(-c2cc(Br)cs2)n1	-9.8
39	CC(C)(C)C(=O)Nc1nc(-c2cccc(Br)c2)cs1	-7.7
59	Cc1cn2c3c(=O)n(Cc4ccc(Br)cc4)c(=O)n(C)c3nc2n1CCOCCO	-5.0
64	COc1cccc(C(=O)N2CCN(c3cccc(Br)c3)C(=O)C2C)c1 (stereo unspecified)	-6.9

# Continued:
cpd	Molecule	mcGAS RapidFire
101	O=C(NCC1CCCN(S(=O)(=O)c2ccc(OC(F)(F)F)cc2)C1)c1cccnc1 (stereo unspecified)	-8.4
102	CC(C)N1CCC(C)(C(=O)Nc2cccc(Oc3ccccc3)c2)C1 (stereo unspecified)	-6.5
103	CC(C)c1cc(=O)n2c(nc3ccccc32)[nH]1	-7.0
104	CNc1cc(-c2ccc(CC#N)cc2)ncn1	-5.2
105	CC1=CN2C(=O)C(NC(=O)OCc3ccccc3)CN=C2C=C1 (stereo unspecified)	-5.0
106	Cc1cc(-n2ncc(C#N)c2N=CN(C)C)nc2ccccc12	-2.8
107	COc1ccc(Cl)cc1N1CCC(NC(=O)C(C)n2cncn2)C1 (stereo unspecified)	-5.7
108	CCOc1ccc(CC(=O)Nc2ccc(C)cc2C(=O)c2ccccc2)cc1	-6.3
109	COc1ccc(OCC2CN(C(=O)C(Cc3ccccc3F)NC(C)=O)CCO2)cc1 (stereo unspecified)	-1.6
110	Cc1sc(NC(=O)c2cc3ccccc3oc2=O)nc1-c1ccc(Br)cc1	-7.6
111	CC1CC(C)CN(CC(C)NC(=S)NC2CC2)C1 (stereo unspecified)	-15.0
112	NC1CCN(c2ccccc2C(=O)N2CCN(c3ccccn3)CC2)CC1	-6.3
113	Cc1c(C(=O)NCC2CC2)sc(=O)n1Cc1cccc(F)c1	-1.9
114	COc1ccc(C2CC(c3ccc(F)cc3)=Nc3ncnn32)c(OC)c1OC (stereo unspecified)	-3.5
115	COc1ccc(CNS(=O)(=O)c2cc(Cl)ccc2C)cn1	-20.6
116	O=C(O)CCc1nc2ccccc2[nH]1	0.5
117	CC(=O)N1N=C(c2ccccc2)OC1C(=O)NCc1cccc2ccccc12 (stereo unspecified)	-10.4
118	Cc1ccc(C2(c3ccc(C)cc3)NC(=O)NC2=O)cc1	20.9
119	CC(C)CSc1nc2sc3c(c2c(=O)n1C)CCCC3	0.3
120	Cc1c(/C=C/c2ccc3c(c2)OCCO3)n[nH]c(=O)c1C#N	-7.4
121	CCc1csc(NC(=O)C2CCC(=O)N(C)C2c2cnn(C)c2)n1 (stereo unspecified)	-2.0
122	CC1CC(=O)Nc2ccccc2N1C(=O)CN(C)C(=O)CCC1CCCC1 (stereo unspecified)	-5.5
123	Cc1ccc(N(CCCCN2C(=O)c3ccccc3C2=O)C(=O)c2ccccc2F)cc1	-4.8
124	CC(Nc1nc(CN2CCOCC2)nc2sc3c(c12)CCC3)c1ccc(F)cc1 (stereo unspecified)	-12.8
125	O=C(CCc1ccccc1F)N1CCCC(Nc2ccc(F)cc2)C1 (stereo unspecified)	-0.3
126	CCn1c(C2CCN(Cc3cccn3-c3ncccn3)CC2)nn(C)c1=O	-25.1
127	C=CCOc1cccc(C(=O)N2CCCC(CCC(=O)NCc3ccc(C)o3)C2)c1 (stereo unspecified)	-5.7
